Assay outcomes from PubChem BioAssay.
Mito fusion yeast: mitochondrial division inhibition or fusion activation | S. cerevisiae fusion-defective mutant growth rescue, CellTiterGlo 48 h | Potency, µM (highest dose often 46.1 µM), for inactives: top-dose growth rescue (activation), most hits filed as activators | hit rate 0.23% among 320,000 | AID 485298;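 note: potency is the fitted concentration of half-maximal effect; % of control where 0% means no effect; nearly all actives have a fitted effect of over 45% in size; temperature-sensitive fusion mutants such as fzo1-1 at 37 °C on non-fermentable ethanol glycerol medium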
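Yeast fusion mutant, YPEG (non-fermentable carbon), compound, 48 h at 37C non-permissive; CellTiterGlo added, 10 min RT, luminescence read. Rescued growth = division inhibition.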
KCNH2 3.1 block: blocks the human KCNH2 3.1 channel isoform | U2OS KCNH2 3.1, thallium flux FluxOr; hits give low values | activity change, % (tested at about 1.8 µM) | hit rate 0.95% among 340,000 | AID 720553;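 active = maximum activity change below -70%; inconclusive = maximum activity change from -70% to -50%; inactive = maximum activity change above -50%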;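 note: thallium influx rate constant from kinetic fluorescence after stimulation buffer; % is set by controls: 0 for no effect and ±100 for the full control effect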
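Steps: virus added to U2OS suspension (4 h, RT, dark); medium with 10% FBS added, cells plated, 37 C overnight; FluxOr/Red40 loading buffer 45 min RT; stimulation buffer, 2 min kinetic read; rate constant normalized.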
USP2a inh: USP2a (human) protease inhibition | O75604 | USP2 core, Ub-CHOP2 coupled fluorogenic reporter, 485/531 | Potency, µM (top dose mostly 38.3 µM), inactives show top-dose activity change, negative = inhibition, most hits filed as inhibitors | hit rate 0.01% among 330,000 | AID 463254;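 note: potency is the fitted concentration of half-maximal effect; plate controls were DMSO wells for no effect and full inhibition by NEM control for full effect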
Target sequence (O75604 whole entry, looked up): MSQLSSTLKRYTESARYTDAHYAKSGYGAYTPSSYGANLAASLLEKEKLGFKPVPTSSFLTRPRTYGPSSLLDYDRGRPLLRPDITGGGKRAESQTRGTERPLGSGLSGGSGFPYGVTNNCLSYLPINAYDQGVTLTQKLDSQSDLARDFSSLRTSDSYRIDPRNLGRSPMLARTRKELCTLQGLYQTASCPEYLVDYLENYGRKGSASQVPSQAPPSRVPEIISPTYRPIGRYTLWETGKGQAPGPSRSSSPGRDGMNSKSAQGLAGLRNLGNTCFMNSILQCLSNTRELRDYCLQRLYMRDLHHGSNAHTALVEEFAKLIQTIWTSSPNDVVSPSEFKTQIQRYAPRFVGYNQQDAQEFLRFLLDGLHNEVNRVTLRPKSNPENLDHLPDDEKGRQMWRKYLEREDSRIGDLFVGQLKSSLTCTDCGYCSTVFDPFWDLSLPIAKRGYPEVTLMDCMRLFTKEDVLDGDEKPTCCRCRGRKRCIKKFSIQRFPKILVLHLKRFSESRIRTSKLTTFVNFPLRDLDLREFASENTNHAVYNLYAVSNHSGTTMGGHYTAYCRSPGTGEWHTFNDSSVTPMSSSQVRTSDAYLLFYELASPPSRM
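Cell-free coupled assay: 10nM USP2 core preincubated 30min RT with compound in Tris-HCl pH 8.0/CaCl2/CHAPS buffer, then 25nM Ub-CHOP2 and 25nM reporter substrate; fluorescence (Ex 485/Em 531) read after 60min RT, normalized to NEM inhibition, concentration-response curves fitted.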
ELG1 DNA repair: inhibitors of ELG1-dependent DNA repair in HEK293T cells; HEK293T ELG1-luciferase reporter, luminescence, 16 h; DNA damage induced by 5-fluorouridine; hit rate 2.3% among 330,000; Potency, µM (highest dose often 46.1 µM), for the others: at the highest dose activity change, negative = inhibition, usual class: inhibitors; AID 504467; note: potency is the fitted concentration of half-maximal effect; % is set by controls: 0 for no effect and ±100 for the full control effect; nearly all actives have a fitted effect of over 55% in size
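Quantitative HTS, concentration-response format. 2,000 cells/well co-treated with 5-fluorouridine and compound, 16 hr in 5% CO2 at 37 °C; ONE-Glo luminescence read after 30 min.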
TCR act: activates T cell receptor signaling | primary human leukocytes, anti-CD3, IL-2 HTRF, 48 h | Potency, µM (top dose mostly 9.22 µM), for the others: at the highest dose activation of IL-2 secretion, hits mostly activators | 330,000 tested, under 10 active | AID 504894; note: % of control where 0% means no effect
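Human primary leukocytes + a-CD3 beads + cpd, 48 hr; IL-2 in supernatant by HTRF (ex 320nm / em 665nm). No co-stimulatory signal supplied.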
Eya2 inh: inhibitors of human Eya2 phosphatase activity; hit rate 0.006% among 330,000; recombinant Eya2, OMFP fluorescence dephosphorylation (OMFP is methylfluorescein phosphate); O00167; Potency, µM (doses to about 76.9 µM), for inactives: at the highest dose activity, negative = inhibition, hits mostly inhibitors; note: potency is the fitted concentration of half-maximal effect; % is set by controls: 0 for no effect and ±100 for the full control effect
Target sequence (O00167 whole entry, looked up): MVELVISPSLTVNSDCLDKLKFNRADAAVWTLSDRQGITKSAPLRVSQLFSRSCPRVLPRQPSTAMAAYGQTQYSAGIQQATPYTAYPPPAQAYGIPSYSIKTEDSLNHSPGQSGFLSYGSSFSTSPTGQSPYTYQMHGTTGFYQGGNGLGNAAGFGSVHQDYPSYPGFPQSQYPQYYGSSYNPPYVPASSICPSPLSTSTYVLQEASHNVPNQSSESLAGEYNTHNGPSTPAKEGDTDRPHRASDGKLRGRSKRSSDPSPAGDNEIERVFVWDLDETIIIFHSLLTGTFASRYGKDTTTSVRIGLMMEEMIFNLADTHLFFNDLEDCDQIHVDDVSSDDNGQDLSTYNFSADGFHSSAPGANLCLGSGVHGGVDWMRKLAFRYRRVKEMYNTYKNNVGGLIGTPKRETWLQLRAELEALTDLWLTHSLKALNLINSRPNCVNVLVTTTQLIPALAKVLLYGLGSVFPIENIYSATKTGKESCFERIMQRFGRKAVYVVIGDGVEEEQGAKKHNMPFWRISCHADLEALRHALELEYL
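Eya2 protein (added as 0.2 uM solution) was preincubated with compound for 10 min at ambient temperature in 50 mM HEPES pH 7.5, 50 mM NaCl, 5 uM MgCl2, 0.05% BSA, 1 mM DTT. OMFP (added at 50 uM) then reacted 10 min; fluorescence read at 485/525 nm.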
TSHR antagonist: blocks TSH signaling through the human TSH receptor; P16473; TSHR-expressing cells, TSH-stimulated cAMP HTRF, 2 h; hits give low values; activity change, negative = inhibition, % at 11.5 µM; hit rate 0.2% among 330,000; AID 504810;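 active = activity change below a set negative limit, meaning inhibition stronger than a set level, cut at about -70% in these data; inconclusive = activity change between two set negative limits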; note: % is set by controls: 0 for no effect and ±100 for the full control effect
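Read-out is FRET at 665 nm (cryptate excitation 337 nm) from a cryptate-tagged anti-cAMP antibody, competed by cell cAMP against cAMP-d2. Compounds are tested on freshly harvested TSHR cells challenged with 4nM TSH (EC80) for 2 hours at 37 deg C.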
TRPV1 agonist: human TRPV1 agonism; Q8NER1; TRPV1-expressing cells, Fluo-8 calcium influx, agonist mode; activation, % at 8.33 µM; hit rate 0.19% among 320,000; in the data active = activation above about 80%; inconclusive = between about 30% and that limit; note: 0% is about no effect
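Fluo-8 calcium influx in TRPV1-expressing cells, kinetic read (ex 480/em 520 nm). Compound added and read 3 min for agonist activity, followed by capsaicin at EC20 final and 2 min further read for enhancement.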
KCNH2 WT inh: blocks the wildtype human KCNH2 potassium channel | Q12809 | U2OS, BacMam KCNH2, thallium flux FluxOr; hits give low values | activity change, % at 1.84 µM | hit rate 0.37% among 340,000 | AID 720551;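 active = maximum activity change below -70%; inconclusive = maximum activity change between -70% and -50%; inactive = maximum activity change above -50%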; note: % is set by controls: 0 for no effect and ±100 for the full control effect
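U2OS cells were transduced with wild-type KCNH2 virus (2.03 x 10^8 / mL) for 4 h at room temperature, then cultured overnight at 37 C. Thallium flux was read with FluxOr dye. Rate constants were normalized to DMSO controls.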
A-T KAP1 phos: potential ataxia-telangiectasia treatment; […] A-T fibroblasts, KAP-1 phosphorylation AlphaLISA; neocarzinostatin DNA damage 30 min before lysis; Potency, µM (titrated, usually from 57.5 µM), for the others: at the highest dose activation, most hits filed as activators; hit rate 0.19% among 320,000; note: potency is the fitted concentration of half-maximal effect; % of control where 0% means no effect; nearly all actives have a fitted effect of over 45% in size
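ATM-like activity read as KAP-1 phosphorylation via AlphaLISA donor/acceptor antibody pairs after lysis and 6 hr at 25C. Cells were ATM-null patient fibroblasts ([…], hTERT), dosed 60 min, then exposed to the DSB inducer NCS for 30 min.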
Numbers without * were called inactive; ? = inconclusive; / = not tested or not shown; & = joins results of further samples; [ ] = another dose, or the depositor's remark. Unless noted, calls come from the whole dose curve; as a rule, active = well fitted curve in the direction sought with a large enough effect; inconclusive = small, poorly fitted or top-dose-only effect, or another doubt; inactive = no such curve, though single readings can be large; an effect the other way counts as inactive or inconclusive. This is a subset, so the mix of outcomes need not match the whole.

SMILES | Mito fusion yeast | KCNH2 3.1 block | USP2a inh | ELG1 DNA repair | TCR act | Eya2 inh | TSHR antagonist | TRPV1 agonist | KCNH2 WT inh | A-T KAP1 phos
CC1Cc2ccccc2N1C(=O)CSc1nc2cc3c(cc2cc1C#N)OCO3 (configuration not stated) | 1% | 0 | 1% | ? | 5% | -16% | -10 | 2 | 2 | 1%
CN(C)/C=C1/C=C(C=O)OC1=O | -2% | -9 | 13% | -3% | -17% | ? | 25 | -3 | 1 | -1%
Cc1nc(-c2cccnc2)sc1C(=O)Nc1ccc(C(F)(F)F)cc1 | 21% | 6 | 1% | ? | 2% | 30% | -6 | -1 | 5 | 12%
CCn1c(SCc2cccc(OC)c2)nc2ccccc2c1=O | -11% | -1 | 2% | 2% | -6% | 10% | -16 | 25 | 0 | 19%
CC(c1ccccc1)N1C(=O)c2ccccc2C1(O)Cc1ccccc1 (configuration not stated) | 14% | 21 | -4% | 1% | -5% | 2% | -21 | ? | -5 | 2%
CC(C)Cc1oc(C(=O)O)cc1CN | 7% | -1 | 3% | 0% | -3% | 2% | 20 | -1 | 9 | 1%
COc1ccc(C(=O)C(=O)c2ccc(OCCO)cc2)cc1 | -4% | -11 | -3% | 12% | -1% | -10% | -6 | 0 | 1 | 7%
CCCCCn1c(CCC(=O)Oc2ccccc2OC)nc2c1c(=O)[nH]c(=O)n2CCCC | 4% | -14 | -1% | ? | -16% | 16% | -7 | -1 | 8 | /
COc1cc(NC(=O)c2ccc(N)nc2)cc(C(=O)Nc2cccc(C(F)(F)F)c2)c1 | -12% | ? | -8% | ? | 3% | 9% | -9 | 5 | 3&1 | -3%
CC1Cc2ccccc2N1S(=O)(=O)c1cccs1 (configuration not stated) | 13% | -12 | 7% | -6% | 6% | 0% | -8 | 6 | -18 | 15%
CCN(c1ccccc1)c1nc(=O)c2cccnc2s1 | 3% | -40 | 1% | 5% | -7% | 1% | 0 | 2 | -2 | -4%
N#CCCn1c(=O)n(CCC#N)c2ccccc21 | 3% | 23 | 1% | 1% | -7% | 14% | -1 | 2 | 4 | 5%
CC1(C)N=C(/C=N/O)C=[N+]1[O-] | -1% | 18 | -6% | 10% | -1% | 3% | 3 | -2 | -6 | -3%
COc1cc2c(cc1OC)CN(C(=O)c1ccc([N+](=O)[O-])o1)CC2 | -10% | 2 | 2% | ? | 1% | -3% | -1 | 2 | 1 | 15%
O=C(NCC1CCCO1)c1cc(-c2ccccc2)nc2ccccc12 (configuration not stated) | -8% | 11 | -5% | -17% | 2% | ? | 31 | / | -1 | 15%
Cn1c(=O)c2c(nc(Br)n2Cc2c(F)cccc2Cl)n(C)c1=O | ? | / | 5% | ? | / | 15% | 14 | 2 | / | 22%
CCCCCCC(=O)N(O)C1CC(=O)N(c2ccc(C)cc2)C1=O (configuration not stated) | -1% | 6 | 3% | ? | -1% | 31% | -2 | 0 | 2 | -1%
Cc1cc(CC(C)C)n(-c2nc3ccccc3c(=O)n2OCC(=O)N(C)C)n1 | 1% | -9 | -3% | ? | -3% | 14% | -15 | 11 | -7 | 2%
CCc1c(C)nc2c(-c3ccccc3OC)c(C)[nH]n2c1=O | 2% | 1 | 0% | ? | -5% | 9% | -9 | 5 | -2 | 5%
Cc1noc(C)c1NC(=O)N(C)C[C@@H]1Oc2ccc(NS(=O)(=O)c3c(C)noc3C)cc2C(=O)N([C@H](C)CO)C[C@H]1C | / | 12 | -2% | 24% | 0% | -9% | -1 | / | 5 | -1%

Whole records as entered above. Order of values: Mito fusion yeast	KCNH2 3.1 block	USP2a inh	ELG1 DNA repair	TCR act	Eya2 inh	TSHR antagonist	TRPV1 agonist	KCNH2 WT inh	A-T KAP1 phos
O=C(NCC1CCCO1)c1cc(-c2ccccc2)nc2ccccc12 (configuration not stated) in the list: -8%	11	-5%	-17%	2%	?	31	/	-1	15%
CC1(C)N=C(/C=N/O)C=[N+]1[O-] in the list: -1%	18	-6%	10%	-1%	3%	3	-2	-6	-3%

The results go on.
SMILES | Mito fusion yeast | KCNH2 3.1 block | USP2a inh | ELG1 DNA repair | TCR act | Eya2 inh | TSHR antagonist | TRPV1 agonist | KCNH2 WT inh | A-T KAP1 phos
CSCCC(NC(=O)C1CC1)c1nc2ccccc2[nH]1 (configuration not stated) | -6% | 0 | -1% | 4% | -9% | -14% | 6 | -1 | -4 | 1%
CC(C)(C)c1ccc(OCCCn2ccnc2)cc1 | -9% | ? | 0% | 0% | 0% | ? | 0 | ? | 15 | 5%
O=S(=O)(NCc1ccc2c(c1)OCO2)c1ccc2c(c1)oc1ccccc12 | 19% | -25 | -1% | 2% | / | 3% | -7 | 24 | 17 | 6%
O=C(NCCCC1CCCC1)C1CCC(=O)N(Cc2cccc(C(F)(F)F)c2)C1 (configuration not stated) | 2% | 6 | -2% | 2% | 14% | -23% | 0 | 12 | 5 | 7%
O=C(NCc1cn2ccsc2n1)c1cccs1 | 1% | -2 | -1% | ? | -3% | 5% | -2 | 3 | -9 | 1%
O=C(CN1C(=O)CCS(=O)(=O)c2ccccc21)Nc1ccc(Cl)cc1 | -5% | -5 | 4% | -1% | 4% | 4% | 0 | 1 | -3 | -1%
Cc1nc(C)c(C(=O)NNS(=O)(=O)c2ccc3ccccc3c2)s1 | -4% | 5 | -1% | -19% | -1%[46.1 µM] | -12% | 0 | -2 | 1 | -2%
CCN1C(=O)c2cccc3c(S(=O)(=O)Nc4ccccc4O)ccc1c23 | 5% | 0 | -1% | ? | 1% | -11% | -11 | 2 | 10 | -1%
COc1ccc(N/N=C(/N=Nc2nc(C)cc(=O)[nH]2)c2ccccc2)cc1 | -2% | -3 | -7% | ? | 2% | -31% | 5 | -2 | 10 | 1%
CCOC(=O)N1CCC(NC(=O)CCCC(=O)O)CC1 | 0% | 7 | 7% | 19% | 2% | 15% | 6 | -2 | 13 | -2%
Cc1cccnc1NC(=O)c1ccc(S(=O)(=O)N2CCCCCC2)cc1 | -6% | -6 | 3% | 1% | 7% | -5% | 5 | 2 | 6 | -3%
Cc1ccc(NC(=O)CSc2nc3ccccc3nc2N2CCOCC2)cc1 | -11% | 5 | 3% | ? | 6% | 4% | 28 | ? | 7 | -2%
Cc1cccc(NC(=O)CN2C(=S)NC(C)(C)CC2C)c1 (configuration not stated) | -6% | 0 | 5% | 1% | 3% | -13% | -4 | 3 | -6 | -1%
Cc1cc(-c2nnc(SCC(=O)c3ccc(Cl)cc3)o2)no1 | 3% | -8 | -1% | 3% | 4%[46.1 µM] | -16% | 6 | 1 | 1 | -9%
Cc1ccc(NC(=O)CSc2nc3ccc(Nc4nc(N5CCOCC5)nc(N5CCOCC5)n4)cc3s2)cc1 | -5% | -2 | -3% | ? | 6% | 4% | 43 | -11 | -3 | -11%
O=C(O)c1cccc(S(=O)(=O)N(Cc2ccccc2)c2cccc(C(F)(F)F)c2)c1 | 4% | 27 | -2% | -13% | 0% | -4% | -8 | -2 | 9 | -6%
NC(=O)CSc1oc(-c2ccco2)nc1S(=O)(=O)c1ccc(F)cc1 | 5% | 8 | 0% | 1% | -1% | -12% | 11 | 3 | -18 | 1%
CC1(c2nnc(-c3ccccc3)o2)CC(c2ccc(Cl)cc2)=NO1 (configuration not stated) | ? | -5 | 2% | ? | 5% | -9% | -5 | -9 | 0 | 10%
Cc1ccc(N2CC(C(=O)Nc3ccc(S(=O)(=O)N4CCOCC4)cc3)CC2=O)cc1 (configuration not stated) | 5% | -5 | -2% | -10% | 4% | -15% | -2 | 2 | 5 | -3%
O=C(OCc1ccccc1)N1CCOCCN(C(=O)OCc2ccccc2)CCOCC1 | -4% | 16 | 0% | 12% | -3% | -8% | -2 | 0 | -8 | -3%
CC(=O)Nc1ccc(C(=O)OCC(=O)N(c2ccccc2)C2CCCCC2)cc1 | / | / | 1% | ? | 1% | 6% | -12 | / | -15 | 11%
COc1ccc(/C=C/C(=O)Nc2cc(C(F)(F)F)ccc2Cl)cc1 | -3% | -24 | -1% | 10% | 5% | -13% | -10 | -7 | -9 | 9%
COc1ccc(C2CC(O)(c3ccccc3)Oc3cc(OC)c(OC)c(OC)c32)cc1 (configuration not stated) | 24% | 8 | 1% | -17% | -5% | -4% | -29 | 14 | 8 | -23%
CC(C)OC(=O)CSc1nnc(-c2ccccc2)n1N | -1% | -2 | -2% | 1% | 3% | 8% | -8 | -2 | -2 | 0%
CCCOc1ccc(/C=N/Nc2ccccc2[N+](=O)[O-])c(O)c1 | -1% | 0 | 2% | ? | -1%[46.1 µM] | 4% | 4 | -3 | -1 | -14%
N#CC1=C(N)S[C@H](C(=O)C23CC4CC(CC(C4)C2)C3)[C@H]1c1ccncc1 | 1% | -10 | 4% | 3% | 0% | 4% | 63 | 15 | 7 | -10%
CCc1ccc(C(C)NC(=O)c2ncn[nH]2)cc1 (configuration not stated) | -6% | 3 | 2% | 9% | 1%[46.1 µM] | 1% | 7 | -2 | 2 | 5%
CCCCOC(=O)c1[nH]c(C)c(C(=O)OC)c1C | 21% | 6 | -1% | ? | / | -5% | 16 | 13 | -3 | -1%
